# Mtb BioA inh – inhibitors of Mycobacterium tuberculosis BioA enzyme | actives 0.096% (n = 360,000) | purified M. tuberculosis BioA enzyme, plate reader | inhibition, % at 9.99 µM | AID 602481; in the data active = inhibition above about 40%; inconclusive = no clear call, values can overlap the other calls
# FadD28 binding – inhibitors of Mycobacterium tuberculosis FadD28 bisubstrate binding; FadD28 bisubstrate probe binding, fluorescence polarization; inhibition, % at 12.5 µM; actives 0.22% (n = 360,000); AID 588549; in the data active = inhibition above about 8.5%, passing the limit was not always enough; inconclusive = no clear call, values can overlap the other calls
# PrPC TRFRET – inhibitors of human cell surface prion protein PrPC. actives 0.43% (n = 370,000). inhibition, % at 13.8 µM. P04156. TR-FRET read-out; in the data active = inhibition above about 24%; note: 0% = median of the test wells and 100% = reference compound wells
# CCHF vOTU inh – blocks the CCHF virus ovarian tumor domain protease | CCHFV vOTU protease, Pep-AMC fluorescence | inhibition, % at 11.5 µM | actives 0.55% (n = 370,000) | AID 651958; note: 0% = vehicle wells with enzyme and 100% = no enzyme wells
# Mtb FBA inh – inhibitors of M. tuberculosis fructose-bisphosphate aldolase; inhibition, % at 1 µM; AID 588726; purified M. tuberculosis FBA, fluorescence read-out; P9WQA3; actives 2.3% (n = 360,000); in the data active = inhibition above about 27%;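 note: 0% = vehicle and 100% = reference inhibitor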
# Target sequence (P9WQA3 whole entry, looked up): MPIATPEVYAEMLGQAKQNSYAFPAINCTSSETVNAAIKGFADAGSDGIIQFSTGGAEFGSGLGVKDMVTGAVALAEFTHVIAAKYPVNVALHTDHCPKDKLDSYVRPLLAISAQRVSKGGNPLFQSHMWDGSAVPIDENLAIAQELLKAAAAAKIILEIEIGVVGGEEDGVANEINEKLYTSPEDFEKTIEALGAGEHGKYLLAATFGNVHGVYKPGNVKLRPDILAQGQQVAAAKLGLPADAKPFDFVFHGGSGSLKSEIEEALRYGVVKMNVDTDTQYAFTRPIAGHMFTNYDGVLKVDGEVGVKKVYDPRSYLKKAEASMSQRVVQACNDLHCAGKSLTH
# BoNT-A LC inh2 – inhibitors of Botulinum neurotoxin A light chain protease | AID 588499 | actives 0.17% (n = 360,000) | multiplex microsphere protease substrate cleavage, flow cytometry | inhibition, % at 10 µM; in the data active = inhibition above about 30%; inconclusive = no clear call, values can overlap the other calls; note: plate controls were buffer without enzyme for full effect and enzyme alone for no effect
# UGM FP inh – blocks M. tuberculosis UGM enzyme; P9WIQ1; purified UGM, fluorescence polarization probe displacement; inhibition, % at 10 µM; actives 0.06% (n = 320,000); in the data active = inhibition above about 10%, passing the limit was not always enough; inconclusive = no clear call, values can overlap the other calls
# Target sequence (P9WIQ1 whole entry, looked up): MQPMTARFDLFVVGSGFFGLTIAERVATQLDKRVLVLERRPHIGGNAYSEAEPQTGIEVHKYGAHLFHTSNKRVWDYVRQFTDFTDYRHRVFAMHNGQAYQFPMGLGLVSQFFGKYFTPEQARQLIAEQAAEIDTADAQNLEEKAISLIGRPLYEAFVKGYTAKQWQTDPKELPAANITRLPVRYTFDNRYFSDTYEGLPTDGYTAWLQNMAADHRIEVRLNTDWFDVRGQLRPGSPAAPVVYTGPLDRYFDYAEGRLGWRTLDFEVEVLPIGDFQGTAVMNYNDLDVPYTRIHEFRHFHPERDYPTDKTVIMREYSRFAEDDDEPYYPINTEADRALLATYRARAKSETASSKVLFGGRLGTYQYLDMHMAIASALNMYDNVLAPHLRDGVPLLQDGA
# GDH-TPI inh – inhibits GDH-TPI coupling enzymes, artifact for Mtb FBA screen; AID 588335; inhibition, % at 4.8 µM; GDH-TPI coupled enzyme counterscreen, NADH absorbance; actives 1.2% (n = 360,000);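 note: 0% = DMSO wells and 100% = wells lacking the enzyme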
# BoNT F protease – inhibitors of Botulinum neurotoxin F light chain protease. actives 0.22% (n = 360,000). inhibition, % at 10 µM. Multiplex microsphere protease cleavage assay, flow cytometry; in the data active = inhibition above about 35%, passing the limit was not always enough; inconclusive = no clear call, values can overlap the other calls; note: plate controls were buffer without enzyme for full effect and enzyme alone for no effect
# * hit, by the source's call; ? = inconclusive; / = not tested or not shown. Cut-off read from the data, not from the text of the source, unless noted: active = inhibition above about 30%; inactive = the rest. Compounds as they come; about 4.8% have a hit in one of these screens.
SMILES,Mtb BioA inh,FadD28 binding,PrPC TRFRET,CCHF vOTU inh,Mtb FBA inh,BoNT-A LC inh2,UGM FP inh,GDH-TPI inh,BoNT F protease
Cc1nc(CS(=O)(=O)c2ccccn2)sc1C(=O)NNC(=O)c1c(F)cccc1Cl,-1.4,-3.8,-7,-6,0,-5.0,1.1,5,?
CC(C)Sc1nc(-c2cccs2)nc2cc(Cl)ccc12,/,/,-6,0,/,0.7,/,/,8
O=C1C2C(c3cccc(/C=C/c4ccccc4)c3)CC=CC2C(c2ccc3ccccc3c2)N1Cc1ccccc1 (configuration not stated),0.4,-1.1,5,0,1,0.5,-2.5,9,2
CCCn1nc(C(=O)OCC(=O)c2c(N)n(C)c(=O)n(C)c2=O)c2ccccc2c1=O,/,-3.1,3,13,1,-0.6,-0.8,22,-2
COc1ccc(NC(=S)Nc2cccc(C(F)(F)F)c2)c(C)c1,/,-1.3,6,1,-2,-0.8,-4.4,0,1
Cc1ccc(SCn2nnc3ccccc3c2=O)c(C)c1,/,-1.3,-11,-5,1,-0.6,-3.8,-3,-5
CC(C)C(=O)Nc1c2c(nn1-c1ccccc1)CSC2,-1.0,-3.4,-3,1,-1,1.0,-2.5,-1,2
COCCN(Cc1cc2cccc(C)c2n2nnnc12)C(=O)C(F)(F)F,0.7,-3.7,-2,-6,-6,-0.4,0.1,-13,-13
O=C(O)c1ccc(N/N=C/c2ccc(OC(=O)c3ccccc3Cl)cc2)cc1,/,1.5,-1,12,-1,-1.4,-1.0,41*,-10
c1cnc2ncc3sccc3c2c1,/,-3.5,1,-10,-2,0.8,-0.3,-1,-2
CCOC(=O)NC(NC(=O)OCC)C(=O)c1ccccc1,-0.2,-0.1,0,-14,1,-0.4,-0.5,6,-4
O=C(NCc1ccco1)c1ccc(OCC2CCCO2)cc1 (configuration not stated),-3.3,-1.6,-2,-10,0,-0.3,2.2,7,-13
COc1ccc(NC(=O)C(C)Oc2ccc(/C(C)=N\O)cc2)cc1 (configuration not stated),-0.5,-0.9,9,8,-3,0.0,-1.2,4,-11
COc1ccc(NC(=O)CSc2ccc3nnc(-c4ccccn4)n3n2)c(OC)c1,1.9,0.4,9,6,0,-0.7,-3.3,6,-3
CC(C)(C)OC(=O)N[C@H]1C=C[C@@H](OC(=O)CC(=O)OCC(F)(F)F)C1,-0.5,0.4,5,7,-4,-0.6,/,6,2
Cc1cccc(NC(=O)Nc2c(C)n(C)n(-c3ccccc3)c2=O)c1C,0.6,-3.3,-6,-6,-1,-1.4,1.3,-1,-4
CCOCCCn1c(=N)c(C(N)=S)cc2c(=O)n3cccc(C)c3nc21,-2.7,-3.8,-16,-37,77*,12,0.1,5,-81
CC(C)(O)C(=O)NNC(=S)Nc1ccc(F)c(Cl)c1,/,-0.5,-5,5,1,-0.1,-0.4,-2,-1
CCOC(=O)/C(=N/Nc1ccccc1)Sc1nnnn1-c1ccc(C)cc1,/,-1.5,-4,-14,-1,0.1,2.0,11,-2
O=S(=O)(c1cc(F)ccc1F)N1CCC2(CC1)OCCN2S(=O)(=O)c1cccs1,/,0.8,-2,0,1,0.8,1.7,-5,-4

# Whole records as entered above.
# Cc1nc(CS(=O)(=O)c2ccccn2)sc1C(=O)NNC(=O)c1c(F)cccc1Cl is listed as Mtb BioA inh = -1.4; FadD28 binding = -3.8; PrPC TRFRET = -7; CCHF vOTU inh = -6; Mtb FBA inh = 0; BoNT-A LC inh2 = -5.0; UGM FP inh = 1.1; GDH-TPI inh = 5; BoNT F protease = ?
# CCOC(=O)/C(=N/Nc1ccccc1)Sc1nnnn1-c1ccc(C)cc1 is listed as Mtb BioA inh = /; FadD28 binding = -1.5; PrPC TRFRET = -4; CCHF vOTU inh = -14; Mtb FBA inh = -1; BoNT-A LC inh2 = 0.1; UGM FP inh = 2.0; GDH-TPI inh = 11; BoNT F protease = -2

# (listing goes on)
SMILES,Mtb BioA inh,FadD28 binding,PrPC TRFRET,CCHF vOTU inh,Mtb FBA inh,BoNT-A LC inh2,UGM FP inh,GDH-TPI inh,BoNT F protease
O=C(CCNS(=O)(=O)c1ccc(F)c(F)c1)NCCN1CCOCC1,-1.3,-0.6,-1,-5,-2,-0.8,2.3,3,-3
CCC(C)(C)n1nnnc1C(C(C)C)N1CCC(C(N)=O)CC1 (configuration not stated),-2.0,-1.6,3,7,2,-0.7,-0.9,6,-4
Cc1nc2sccc2c(=O)n1N,/,-4.9,-2,11,0,-0.2,0.4,-9,0
COc1cc(NC(=O)C2COc3ccccc3O2)c(OC)cc1Cl (configuration not stated),-0.8,-1.1,-10,6,-1,0.5,-1.1,3,-1
O=S(=O)(NCc1ccccc1)c1cccc2nsnc12,0.0,0.2,-28,-5,1,1.1,4.2,1,4
Cc1nc(SCC(=O)N2CCc3ccccc32)n[nH]1,0.2,0.9,2,2,1,-0.5,-1.0,11,-9
Cc1nc2ncnn2c(C)c1CCC(=O)N1CC(C)CC(C)C1 (configuration not stated),-0.3,-3.7,1,-6,-3,0.5,1.7,-8,2
O=C(Nc1cccc(NC(=S)NC(=O)c2cccs2)c1)c1ccccc1,0.6,-3.8,-5,20,0,0.4,-0.8,1,3
O=C(C1CCCCC1)N1CCc2[nH]c3ccc(F)cc3c2C1,/,-1.8,-8,4,3,0.0,-0.1,5,-2
Cc1ccc(C(=O)NCc2ccco2)cc1Br,/,-2.2,-3,6,2,?,0.6,4,6
C=CCCC(=O)Nc1nc(C)c(-c2csc(Nc3ccc(Cl)cc3)n2)s1,-0.5,-0.3,7,11,2,-0.3,1.6,17,-7
CC(=O)Nc1cc2c(ccc3ccccc32)oc1=O,/,1.0,5,-136,105*,-0.8,-0.8,11,6
CC1CCCCC1NCC#CCOc1ccc(Cl)cc1 (configuration not stated),-0.3,-1.3,-3,9,-3,-0.6,0.4,1,-7
COc1cccc(C(=O)NCc2ccc(N3CCN(C(=O)OC(C)(C)C)CC3)cc2)c1,0.1,-2.8,-1,17,5,1.1,4.2,-11,2
Cc1ccc(NC(=O)c2ccc(-n3cccn3)nc2)cc1,/,-3.2,11,-11,0,-1.0,0.4,13,1
COc1ccc(OCCCC(=O)Nc2cc([N+](=O)[O-])ccc2C)cc1,-7.6,-3.2,-8,-3,-10,0.8,0.4,17,-13
CN(c1ccccc1)S(=O)(=O)c1ccc(NC(=O)c2ccc(-c3ccccc3)cc2)cc1,-1.6,0.6,15,5,9,-0.4,0.7,27,-5
Cc1oc(-c2cccs2)nc1CN1CCC(CO)(CCOc2ccccc2)CC1,/,-1.7,-10,-4,5,-0.5,-0.6,6,3
COc1cccc(OC)c1C(=O)NC(=S)NCc1cccnc1,0.4,-1.0,6,9,3,-0.3,4.7,-7,-5
COc1cc(OC)cc(OC(=O)C2CCN(C3=NS(=O)(=O)c4ccccc43)CC2)c1,2.4,-5.1,10,-3,-1,-0.4,2.1,-3,3

# Compounds above containing a furan ring, fused or not, in the order listed:
SMILES,Mtb BioA inh,FadD28 binding,PrPC TRFRET,CCHF vOTU inh,Mtb FBA inh,BoNT-A LC inh2,UGM FP inh,GDH-TPI inh,BoNT F protease
O=C(NCc1ccco1)c1ccc(OCC2CCCO2)cc1 (configuration not stated),-3.3,-1.6,-2,-10,0,-0.3,2.2,7,-13
Cc1ccc(C(=O)NCc2ccco2)cc1Br,/,-2.2,-3,6,2,?,0.6,4,6

# Later entries:
SMILES,Mtb BioA inh,FadD28 binding,PrPC TRFRET,CCHF vOTU inh,Mtb FBA inh,BoNT-A LC inh2,UGM FP inh,GDH-TPI inh,BoNT F protease
CCOc1cc2oc(=O)c3c(c2cc1Cl)CCC3,-0.6,-3.9,-4,-4,4,-1.4,0.7,5,-9
COc1ccc(N=CC2=C(O)CC(C)(C)CC2=O)cc1OC,/,-3.0,3,-5,-2,-3.0,-2.0,24,?
O=c1[nH]c(=S)n(-c2ccccc2)c(O)c1/C=N/N1CCOCC1,/,-1.0,11,17,0,0.3,-0.1,30,-4
COc1ccc(-c2noc(-c3ccccc3Cl)n2)cc1OC,0.4,0.0,-4,-13,1,-1.2,-1.5,7,-5
Brc1cccc(-c2nnc(SCc3nc4ccccc4[nH]3)o2)c1,0.8,-2.9,4,2,0,0.3,-0.2,-4,3
O=C(c1nn2c(C(F)(F)F)cc(-c3cccs3)nc2c1Cl)N1CCCc2ccccc21,/,-3.9,-6,-1,2,11,0.4,14,18
O=C(NCc1ccco1)C1CCCN(S(=O)(=O)c2cccc3cccnc23)C1 (configuration not stated),0.1,-3.5,-7,7,-1,-0.3,3.7,-6,0
O=C(CC1C[C@H](C(=O)N2CCOCC2)[C@@]2(CCC3CCCC3)c3[nH]c4ccccc4c3CCN2C1=O)NCCN1CCOCC1 (some centres not stated),-1.7,-1.8,-2,1,-1,0.1,0.6,4,1
O=S(=O)(NC1C2CC3CC(C2)CC1C3)c1ccc(F)cc1 (configuration not stated),1.4,0.3,2,8,0,?,/,-1,14
O=c1[nH]c2cc(Cl)ccc2n1-c1ccccc1,-0.4,-0.6,-6,1,2,-0.2,-1.8,-1,-6
O=C(Cn1nc(Cc2cccnc2)c2ccccc2c1=O)N1CCN(c2ccccn2)CC1,3.2,-3.4,1,-8,4,-0.7,-2.0,-6,-1
Oc1ccc2ccccc2c1N=Nc1nccs1,1.2,-0.6,-11,15,-5,-3.3,5.0,2,-54
C/C(=N\NC(=O)c1ccc2ccccc2c1)c1cccs1,-1.8,-2.6,4,24,0,1.5,1.1,10,-4
CCOC(=O)c1ccc(NC(=O)Nc2ccc(Cl)cn2)cc1,/,-3.9,0,4,-4,-0.4,-2.8,2,1
CCOc1cc(NC(=S)NCCOC)c(OCC)cc1NC(=O)c1ccco1,0.4,-2.0,-4,13,0,0.0,-3.0,9,-2
COc1ccc(-c2cc(C(=O)N3CCC3)c3ccccc3n2)cc1OC,-1.0,-4.6,-11,4,0,0.1,-1.2,5,-10
CC(=O)N1CCN=C1SCc1cccc(C)c1,-2.6,0.2,-6,3,-1,-0.9,1.9,9,1
COc1ccccc1C(=O)Nc1nc(N)n(-c2ccccc2)n1,-2.7,0.4,-4,13,4,-1.2,2.5,-1,-6
CC(=O)c1ccc(NC(=O)CN(c2c(C)cccc2C)S(C)(=O)=O)cc1,24,-3.5,4,-8,-3,0.4,0.3,-7,?
CC(C)CNC(=O)c1cc([N+](=O)[O-])ccc1N1CCCCC1,/,-2.2,-12,18,-11,-0.5,1.2,17,0
Cc1[nH]c2ccc(F)cc2c1CCN(Cc1ccncc1)C(=S)Nc1ccc(F)cc1,4.6,-0.9,-4,8,0,0.0,1.6,1,-1
CCC(C(=O)NCCC(C)C)N(Cc1ccccc1Cl)C(=O)c1snc(C(N)=O)c1N (configuration not stated),1.3,-1.4,-5,10,6,-3.0,3.1,9,-7
COc1ccc([C@H]2N[C@]3(CCCN(Cc4ccccc4)C3=O)[C@H]3C(=O)N(Cc4ccccc4)C(=O)[C@@H]23)cc1,0.9,-1.3,3,10,-3,-0.8,/,6,1
COc1cccc(NC(=O)CN(C)C(=O)CSc2ncnc3sc(C)c(C)c23)c1,-2.4,-1.1,-1,8,3,-0.4,0.0,6,3
O=C(CSc1nc2ccccc2c(=O)n1-c1ccc(F)cc1)Nc1ccc(Cl)c(S(=O)(=O)N2CCOCC2)c1,/,-1.0,5,6,-1,-0.7,1.2,6,-6
CCc1sc(C(=O)N2CCN(C(=O)c3ccccc3)CC2)cc1C,0.4,0.5,3,-4,-1,/,-1.5,0,/
COc1ccc(-c2nc3ccccc3c(=O)n2NC(=O)c2cccnc2Cl)cc1OC,/,-3.6,5,0,-1,-0.4,0.8,-3,-4
COC(=O)c1c(C(=O)OC)c2c(-c3ccccc3)cc3cccc1n32,-0.4,-10,-3,-54,121*,37*,/,15,19
CC(=O)N1CCc2c(sc(NC(=O)CN3C(=O)c4ccccc4C3=O)c2C(N)=O)C1,0.3,-1.6,-2,5,6,0.0,-1.1,21,-2
CCOc1ccc(S(=O)(=O)N2CCOCC2)cc1NC(=O)CSCC(=O)Nc1ccc(C)cc1,1.4,-3.7,-5,17,-5,-0.3,1.4,-6,2
O=C(c1cc(-c2ccncc2)nc2ccccc12)N1CCN(c2ncccn2)CC1,/,-0.5,-7,8,0,0.1,0.1,1,-1
COc1ccc(NC(=O)NC(C)c2ccccc2)cc1 (configuration not stated),-1.5,-3.3,1,12,0,-0.5,-0.7,5,-10
Fc1ccc(CNC(=S)Nc2cccc(Cl)c2)cc1,1.7,-6.1,8,-3,-2,-0.9,3.7,-2,-4

# Compound activity deposited in PubChem by several laboratories.
